Screens (PubChem)
MrgX1 allo act = positive allosteric modulators of MrgX1, primary screen, HEK293 cells, Fluo-4 calcium flux; Mas-related G-protein coupled receptor member X1 (Homo sapiens), Q96LB2; FDSS; active compounds read high; B-score at 10 µM; 310,000 compounds, 0.63% hits;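 active = plate-corrected calcium response at least 3 library SD above typical, normal starting fluorescence, not activating the receptor alone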;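 also: compound read alongside a low EC10 to EC30 dose of BAM8-22 agonist; peak minus trough fluorescence over baseline measured at the second addition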
Target sequence (Q96LB2 whole entry, looked up): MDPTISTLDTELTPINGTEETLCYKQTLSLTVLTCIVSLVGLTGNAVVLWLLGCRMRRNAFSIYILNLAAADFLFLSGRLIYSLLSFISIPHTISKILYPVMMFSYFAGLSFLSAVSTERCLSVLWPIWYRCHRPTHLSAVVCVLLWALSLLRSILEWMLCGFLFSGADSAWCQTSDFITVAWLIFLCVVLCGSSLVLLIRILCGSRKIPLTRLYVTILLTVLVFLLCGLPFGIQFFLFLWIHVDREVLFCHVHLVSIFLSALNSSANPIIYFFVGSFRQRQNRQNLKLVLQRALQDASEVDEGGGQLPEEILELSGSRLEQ
TRPC4 act = activators of mouse TRPC4 channel, primary screen, Fluo4 calcium, HEK293 TRPC4beta/mu-opioid cells; 310,000 compounds, 0.49% hits; B-score at 10 µM; Fluo4 calcium fluorescence; active compounds read high; Short transient receptor potential channel 4 (Mus musculus), Q9QUQ5;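 active = B-score above 5 SD of library B-scores, and initial fluorescence ratio not above library mean plus 5 SD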;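 also: positive B-score marks a calcium rise read as TRPC4 activation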
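Technique: kinetic Fluo4 calcium fluorescence; Test system: TRPC4beta and mu-opioid receptor HEK293 stable cells; Measure: B-scored integrated calcium fluorescence ratio; Benchmarks: low control buffer alone, high control maximal DAMGO; Schedule: 45 min room-temperature Fluo4 loading, 110 s read.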
MrgX1 antagonist = antagonists of human MrgX1 receptor, primary screen, HEK293 cells, Fluo-4 calcium flux; Mas-related G-protein coupled receptor member X1 (Homo sapiens), Q96LB2; BAM8-22 antagonism; active compounds read low; B-score at 10 µM; 310,000 compounds, 1.3% hits; AID 588676, 2011;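 active = calcium-response B-score plate-corrected more than 3 library SD below zero, starting fluorescence within 5 deviations, no agonist response on first addition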;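 also: peak minus trough fluorescence over baseline after final BAM8-22 challenge near maximal dose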
TRPC4 inh = inhibitors of mouse TRPC4 channel, primary screen, Fluo4 calcium, HEK293 TRPC4beta/mu-opioid cells | Short transient receptor potential channel 4 (Mus musculus), Q9QUQ5 | DAMGO-evoked Fluo4 calcium flux; active compounds read low | B-score at 10 µM | 300,000 compounds, 0.39% hits | AID 2247, 2010;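 active = B-score over 3 SD under the library average, no early fluorescence shift, positive overall ratio signal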
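Assay system: HEK293 cells with stable TRPC4beta plus mu-opioid receptor expression. Dosing: single dose. Measured by: Fluo4 Ca2+ flux fluorescence. Also added: DAMGO in two steps, submaximal then maximal. Read-out: B score from integrated Fluo4 fluorescence ratio.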
TRPC4 PAM = positive allosteric modulators of TRPC4, primary screen, cell-based, mouse TRPC4beta, HEK293 mu-opioid, Fluo-4 calcium; Short transient receptor potential channel 4 (Mus musculus), Q9QUQ5; DAMGO EC20, Fluo-4 Ca2+ flux; active compounds read high; B-score at 10 µM; 310,000 compounds, 0.42% hits; AID 2227, 2009;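 active = B-score of calcium response area above 5 SD of library B-scores, with initial fluorescence ratio within 5 SD of library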;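 also: B-score of integrated fluorescence ratio over time as area under calcium response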
HIF activator = HIF pathway transcriptional activators, primary screen, cell-based, U2OS HRE-luciferase, luminescence. U2OS HRE-luciferase reporter; normalized: DMSO 0%, desferrioxamine 100%. activation, % at 7.5 µM (by protocol). 300,000 compounds, 0.32% hits. AID 1910, 2009;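 active = mean activation of at least 10% of the iron chelator positive control signal, with at least half of replicates also reaching 10%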
MrgX1 agonist = agonists of human MrgX1 receptor, primary screen, HEK293 cells, Fluo-4 calcium flux | 310,000 compounds, 0.44% hits | Mas-related G-protein coupled receptor member X1 (Homo sapiens), Q96LB2 | B-score at 10 µM | Fluo-4 calcium fluorescence, agonist mode; active compounds read high;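 active = calcium response B-score plate-corrected fluorescence ratio at least 3 library SD, with starting fluorescence B-score inside 5 SD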
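Test system: HEK293 cells stably expressing human MrgX1 receptor; Input: fifteen thousand cells per well; Dosing: compound delivered in addition one of three; Schedule: overnight seeding, then 1 h dark dye loading; Technique: Fluo-4 NW calcium fluorescence; Measure: B-scored fluorescence response ratio; Controls: positive and negative controls per plate.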
PolyA inhibitor = polyadenylation inhibitors in yeast reporter cells, primary screen, luminescence, S. cerevisiae | S. cerevisiae SKY197-pL101 polyadenylation reporter, beta-gal luminescence; efflux-impaired pdr1/pdr3 knockout yeast; score 100 = 6 SD above DMSO | 300,000 compounds, 0.02% hits | calls only at 12 µM | AID 1875, 2009;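 active = lowest replicate activity score at least 50, where 100 means six control SD above control mean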;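 also: yeast exposed to compound for 9 h at 30 °C; higher score means more reporter readthrough which indicates perturbed polyadenylation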
TRPC6 inhibitor = mouse TRPC6 channel inhibitors, primary screen, cell-based, HEK293, membrane potential dye. Short transient receptor potential channel 6 (Mus musculus), Q61143. 310,000 compounds, 1.1% hits. AID 2553, 2010. ACh-evoked depolarization; active compounds read low. B-score at 10 µM;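 active = B-score under library mean minus 3 SD, initial fluorescence not abnormally high, positive integrated signal ratio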;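 also: B-score derived from integrated fluorescence ratio over the kinetic read; more negative B-score means stronger inhibition of depolarization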
TRPC6 act = mouse TRPC6 channel activators, primary screen, cell-based, HEK293, membrane potential dye; Short transient receptor potential channel 6 (Mus musculus), Q61143; HEK293-TRPC6 membrane potential dye fluorescence; active compounds read high; B-score at 10 µM; 310,000 compounds, 0.13% hits;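 active = B-score of the integrated fluorescence ratio above library mean plus 3 SD, and starting fluorescence ratio within library mean plus 5 SD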;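 also: higher score means more depolarization so channel activation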
AI-2 QS mod = Vibrio harveyi AI-2 quorum sensing modulators, primary screen, JMH597 strain, luminescence/OD600 ratio; 300,000 compounds, 0.4% hits; activity change, % at 7.5 µM; Vibrio harveyi JMH597 AI-2 luminescence/OD600 ratio, 9 h; active compounds read low; strain lacks LuxN and CqsS sensors; 0 = neutral-control median; in the data active = activity change below about -75%, passing the limit was not always enough;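 also: luminescence divided by OD600 gain over 9 h not by final OD600 alone; inactives centre near 13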
Starred values were filed as active, the others as inactive; i = inactive; . = not tested or not shown. Some of the compounds tested; rates above refer to the full screens.

SMILES	MrgX1 allo act	TRPC4 act	MrgX1 antagonist	TRPC4 inh	TRPC4 PAM	HIF activator	MrgX1 agonist	PolyA inhibitor	TRPC6 inhibitor	TRPC6 act	AI-2 QS mod
CCOC(=O)c1nn(-c2ccccc2)c(C(=O)OCC)c1N	i	i	i	i	i	-0.3	i	i	i	i	0
CN1CCN(C(=O)Nc2ccc3c(c2)N(C)C(=O)c2ccccc2S3)CC1	i	i	i	i	i	-0.4	i	i	i	i	5
O=C1NC(c2ccccc2)=NC1(NS(=O)(=O)c1ccccc1)C(F)(F)F (stereo not given)	i	i	i	i	i	0.3	i	i	i	i	2
O=C(COC(=O)c1ccccc1C(=O)c1ccc(Cl)cc1)NCc1ccccc1	i	i	i	i	i	-0.3	i	i	i	i	13
O=C(Nc1cccc(O)c1)c1cccc(S(=O)(=O)N2CCCC2)c1	i	i	i	i	i	0.1	i	i	i	i	21
Cc1cc(C)n(CC(C)NC(=O)c2cc(COc3ccc(F)c(F)c3)on2)n1 (stereo not given)	.	i	.	i	i	2.8	.	i	i	i	21
CC1CCN(CCc2nc3cc(NS(=O)(=O)c4ccc(F)cc4)ccc3n2C)CC1	i	i	i	i	15*	0.4	i	i	i	i	15
CCOC(=O)c1cnc(-n2nc(C)cc2C)nc1NC	i	i	i	i	i	1.9	i	i	i	i	8
CC(C)CCN1NC2(CCC(C)CC2)NC1=S (stereo not given)	i	i	i	i	i	0.2	i	i	i	i	12
CNC(=O)Nc1cccc2cccnc12	i	i	i	i	i	-0.2	i	i	i	i	13
Cn1c(=O)n(C)c2cc(NS(=O)(=O)c3ccc(C(C)(C)C)cc3)ccc21	i	i	i	i	i	0.7	i	i	i	i	25
CC1(NC(=S)Nc2ccc(NC(=S)NC3(C)CCS(=O)(=O)C3)cc2)CCS(=O)(=O)C1 (stereo not given)	i	i	i	i	i	-0.2	i	i	i	i	7
O=C(/C=C/c1ccc(N2CCCCC2)c([N+](=O)[O-])c1)c1ccc(S(=O)(=O)N2CCCC2)cc1	i	i	i	i	i	0.1	i	i	i	i	17
CCOC(=O)CSc1nc2sc3c(c2c(=O)n1-c1ccccc1)CCN(C(C)C)C3	i	i	i	i	i	-0.4	i	i	i	i	6
CN1CCN(c2ccc(NS(=O)(=O)c3ccc(Cl)cc3)cn2)CC1	i	i	i	i	i	0.0	i	i	i	i	15
COC(CNC(=O)C(=O)Nc1cc2c3c(c1)CCN3C(=O)CC2)OC	i	i	i	i	i	-0.1	i	i	i	i	13
COc1ccc(Nc2ccc(N3C(=O)CCCC3=O)cc2[N+](=O)[O-])c(OC)c1	i	i	i	i	i	-0.6	i	i	i	i	8
c1ccc(Nc2nc3ccccc3[nH]2)nc1	i	i	i	i	i	-9.0	i	i	i	i	-21
COc1ccc(-c2cc(CNC(=O)CN3CCN(C)CC3)on2)cc1	i	i	i	i	i	0.5	i	i	i	i	10
COc1ccc(CNC(=O)C(=O)N2CCC3(CC2)OCCN3S(=O)(=O)c2ccc(C)cc2)cc1	i	i	i	i	i	2.8	i	i	i	i	3
CC(=O)NS(=O)(=O)c1ccc(NC(=O)c2ccccc2F)cc1	i	i	i	i	i	0.3	i	i	i	i	21
CC(=O)Nc1cc(Cl)c(N=Cc2ccc(O)cc2O)cc1Cl	i	i	i	i	i	-0.6	i	i	i	i	100
CCOC(=O)c1ccc(N2C(=O)CC(NC3CCN(C(=O)c4cccc(Cl)c4)CC3)C2=O)cc1 (stereo not given)	i	i	i	i	i	-0.6	i	i	i	i	18
O=C1C2CCCN2C(c2ccccc2)N1c1cccc(Cl)c1 (stereo not given)	i	i	i	i	i	0.0	i	i	i	i	3
O=C(COc1ccccc1[N+](=O)[O-])N(Cc1cccc(Br)c1)C1CCS(=O)(=O)C1 (stereo not given)	i	i	i	i	i	-0.8	i	i	i	i	17
Cc1ccc(-c2nc(C=Nc3ccc(O)cc3)c(O)o2)cc1	.	i	.	i	i	2.9	.	i	i	i	-6
CNCC(O)COc1cccc(OC)c1 (stereo not given)	i	i	i	i	i	-0.1	i	i	i	i	10
COc1nccc(-c2ccc(F)cc2)c1C#N	i	i	i	i	i	-0.1	i	i	i	i	1
C=CCOC(=O)/C(=C\c1ccc(OC)cc1)NC(=O)c1ccco1	i	i	i	i	i	0.1	i	i	i	i	4
CC(=O)c1ccc(N2CCN(C(=S)NCc3ccco3)CC2)cc1	i	i	i	i	i	0.3	i	i	i	i	28

Taken from the results shown for reference:
SMILES	MrgX1 allo act	TRPC4 act	MrgX1 antagonist	TRPC4 inh	TRPC4 PAM	HIF activator	MrgX1 agonist	PolyA inhibitor	TRPC6 inhibitor	TRPC6 act	AI-2 QS mod
CNCC(O)COc1cccc(OC)c1 (stereo not given)	i	i	i	i	i	-0.1	i	i	i	i	10
COc1nccc(-c2ccc(F)cc2)c1C#N	i	i	i	i	i	-0.1	i	i	i	i	1

(more compounds)
SMILES	MrgX1 allo act	TRPC4 act	MrgX1 antagonist	TRPC4 inh	TRPC4 PAM	HIF activator	MrgX1 agonist	PolyA inhibitor	TRPC6 inhibitor	TRPC6 act	AI-2 QS mod
N#CC(C#N)=C1C(=O)N(CCN2CCOCC2)c2ccccc21	i	i	i	i	i	0.2	i	i	i	i	10
O=C(NCCN1CCOCC1)c1ccccc1N1C(=O)[C@@H]2Cc3c([nH]c4ccccc34)C(c3ccccc3)N2C1=O (stereo not given in full)	i	i	-6.8*	i	i	0.1	i	i	i	i	16
Cn1c(Cc2ccccc2)nnc1SCC(=O)N1CCOCC1	i	i	i	i	i	-0.1	i	i	i	i	4
CC(C)CC(NC(=O)C1CCCN1C(=O)OC(C)(C)C)C(=O)NCC(N)=O (stereo not given)	.	i	.	i	i	0.1	.	i	i	i	22
CCOC(=O)Nc1nc(C)c(C(=O)c2ccc(Cl)cc2)s1	i	i	i	i	i	-0.1	i	i	i	i	28
CN(C)S(=O)(=O)c1ccc(NC=C(C#N)C#N)cc1	i	i	i	i	i	0.0	i	i	i	i	16
O=C(N/N=C/c1ccc2ncccc2c1)c1cccc([N+](=O)[O-])c1	i	i	i	i	i	0.6	i	i	i	i	35
CC(C)=CC(=O)Nc1nnc(C)s1	i	i	i	i	i	-0.1	i	i	i	i	9
CC(=O)NC1=NN(C(C)=O)C2(S1)C(=O)N(C(C)C)c1ccc(C)cc12 (stereo not given)	i	i	i	i	i	0.3	i	i	i	i	5
COc1ccc(CC(NC(C)=O)C(=O)NC2CCN(c3c4c(nc5ncnn35)CCC4)CC2)cc1 (stereo not given)	i	i	i	i	i	-0.4	i	i	i	i	3
Cc1cccc(N(C(=O)Cn2nnc3ccccc32)C(C(=O)NCc2ccco2)c2ccncc2)c1C (stereo not given)	i	i	i	i	i	-0.6	i	i	i	i	8
COC(=O)c1ccc(C(=S)N2CCCCC2)cc1	i	i	i	i	i	-0.4	i	i	i	i	7
COc1ccc(C(=O)N[C@H](C(=O)OCc2nc3ccsc3c(=O)[nH]2)C(C)C)cc1	i	i	i	i	i	0.6	i	i	i	i	4
N#Cc1ccc(-c2ccc(F)cc2)nc1Oc1ccccc1	i	i	i	i	i	-0.1	i	i	i	i	25
COc1ccc(-c2oc3ccccc3c(=O)c2OCC(=O)O)cc1	i	i	i	i	i	-0.4	i	i	i	i	16
CCN(CC)S(=O)(=O)c1cccc(NC(=O)CN2C(=O)c3ccc([N+](=O)[O-])cc3C2=O)c1	i	i	i	i	i	-0.3	i	i	i	i	37
OCC[C@@H]1C[C@@H](O)[C@H](O)[C@@]2(OCc3ccccc32)O1	i	i	i	i	i	-1.3	i	i	i	i	4
Cc1ccc(OCC(=O)Nc2ccc(N3CCN(C(=O)c4ccc(C)cc4)CC3)cc2)cc1	i	i	i	i	i	0.0	i	i	i	i	0
CC(C)(C)SCCNC(=O)CN(c1ccccc1)S(=O)(=O)c1ccccc1	i	i	i	i	i	-0.5	i	i	i	i	7
CCOc1ccc(-c2c(C(=O)N/N=C(\C)c3cccs3)nnn2-c2nonc2N)cc1	i	i	i	i	i	-0.3	i	i	i	i	6
COc1ccc(N2CCN(S(=O)(=O)CCNC(=O)Cc3ccc([N+](=O)[O-])cc3)CC2)cc1	i	i	i	i	i	-0.1	i	i	i	i	9
CC(CCc1ccccc1)NC(=O)CCNS(=O)(=O)c1ccccc1 (stereo not given)	i	i	i	i	i	0.4	i	i	i	i	12
COc1ccc(NC(=O)N2CCCC(C(=O)Nc3ccccc3OC)C2)cc1 (stereo not given)	i	i	i	i	i	0.1	i	i	i	i	27
Cc1nn(-c2ccc3nnc(Br)n3n2)c(C)c1Br	.	i	.	i	i	-0.7	.	i	i	i	18
Cc1ccc(/C=C2/NC(=O)N(Cc3ccccc3F)C2=O)o1	i	i	i	i	i	0.0	i	i	i	i	28
CC(C)CCNc1nc2c(c(=O)[nH]c(=O)n2C)n1CC(O)COC(C)C (stereo not given)	i	i	i	i	i	0.4	i	i	i	i	21
CCC(C(=O)c1ccc(O)cc1)c1ccccc1 (stereo not given)	i	i	i	i	i	-0.8	i	i	i	i	27
O=C(Cn1nc(-c2ccco2)ccc1=O)Nc1ccc(Cl)c(Cl)c1	i	i	i	i	i	-0.3	i	i	i	i	6
CCn1ccnc1CN(C)C(=O)c1ccc2nc(Cc3ccc(OC)cc3)oc2c1	i	i	i	i	i	-0.5	i	i	i	i	8
CCOC(=O)c1c(C(=O)OCC)c(C)n(CCc2ccccc2)c1C	i	i	i	i	i	0.0	i	i	i	i	5
CCN(C(=O)C(=O)c1c[nH]c2ccccc12)c1ccccc1	i	i	i	i	i	0.2	i	i	i	i	10
